APE1 inh: blocks human APE1 abasic DNA cleavage | P27695 | recombinant APE1, TAMRA/BHQ-2 abasic DNA cleavage fluorescence | Potency, µM (top dose mostly 65.8 µM), inactives show at the top dose activity change, negative = inhibition, most hits filed as inhibitors | hit rate 0.35% among 350,000 | AID 2517;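 further: potency means the concentration at half of the fitted maximal effect; plate controls were vehicle for no effect and reference inhibitor for full effect; nearly all actives have a fitted effect of over 55% in size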
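Incision of a quenched TAMRA/BHQ-2 THF abasic-site duplex (50 nM) by 0.75 nM APE1, after 15 min compound preincubation, measured as fluorescence increase over three 60 s reads. Values normalized to buffer, DMSO and NSC13755 control wells.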
ALOX12 inh: inhibitors of human 12S-lipoxygenase ALOX12; purified 12hLO, xylenol orange hydroperoxide absorbance; AID 1671190; Potency, µM (series often up to 108 µM), for inactives: top-dose activity change, negative = inhibition, hits mostly inhibitors; hit rate 1.1% among 580,000; further: potency means the concentration at half of the fitted maximal effect; on the % scale 0 is the no-effect control and ±100 the full control effect
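Purified human 12hLO at 150 nM in 25 mM Hepes, 0.01% Triton X-100, pH 7.0, preincubated 15 min at room temperature with compound. Reaction started with 40 uM arachidonic acid, 30 min at room temperature. Hydroperoxide measured by Fe-xylenol orange, 573/405 nm absorbance ratio.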
TRHR ag: TRH receptor (human) agonism; P34981; TRHR cells, calcium flux fluo-8, FDSS agonist mode; hit rate 0.18% among 360,000; AID 493084; activation, % at 2 µM; in the data active means activation above about 30%; further: 0% is about no effect
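TRHR-expressing cells, plated overnight in medium with 10% serum, were loaded with fluo-8 calcium dye at room temperature. After a 10 s baseline, library compound was pin-added and calcium release was recorded kinetically (ex 480/em 530) as agonist response.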
Pol beta inh: inhibitors of human DNA polymerase beta | P06746 | Pol beta primer extension/strand displacement, fluorescence kinetic | Potency, µM (doses to about 114 µM), for inactives: top-dose activity change, negative = inhibition, usual class: inhibitors | hit rate 1.3% among 340,000; further: potency means the concentration at half of the fitted maximal effect; on the % scale 0 is the no-effect control and ±100 the full control effect
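Values derive from four-parameter Hill fits of normalized kinetic data: reads at 0 and 10 min following addition of 50 nM substrate to 10 nM Pol beta preincubated 15 min with compound.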
Pol kappa inh: blocks human DNA polymerase kappa activity. Q9UBT6. purified Pol kappa, fluorescent DNA synthesis assay, 10 min. Potency, µM (titrated, usually from 107 µM), for the others: at the highest dose activity, negative = inhibition, actives largely listed as inhibitors. hit rate 0.53% among 400,000. AID 588579; further: potency means the concentration at half of the fitted maximal effect; on the % scale 0 is the no-effect control and ±100 the full control effect
Target sequence (Q9UBT6 whole entry, looked up): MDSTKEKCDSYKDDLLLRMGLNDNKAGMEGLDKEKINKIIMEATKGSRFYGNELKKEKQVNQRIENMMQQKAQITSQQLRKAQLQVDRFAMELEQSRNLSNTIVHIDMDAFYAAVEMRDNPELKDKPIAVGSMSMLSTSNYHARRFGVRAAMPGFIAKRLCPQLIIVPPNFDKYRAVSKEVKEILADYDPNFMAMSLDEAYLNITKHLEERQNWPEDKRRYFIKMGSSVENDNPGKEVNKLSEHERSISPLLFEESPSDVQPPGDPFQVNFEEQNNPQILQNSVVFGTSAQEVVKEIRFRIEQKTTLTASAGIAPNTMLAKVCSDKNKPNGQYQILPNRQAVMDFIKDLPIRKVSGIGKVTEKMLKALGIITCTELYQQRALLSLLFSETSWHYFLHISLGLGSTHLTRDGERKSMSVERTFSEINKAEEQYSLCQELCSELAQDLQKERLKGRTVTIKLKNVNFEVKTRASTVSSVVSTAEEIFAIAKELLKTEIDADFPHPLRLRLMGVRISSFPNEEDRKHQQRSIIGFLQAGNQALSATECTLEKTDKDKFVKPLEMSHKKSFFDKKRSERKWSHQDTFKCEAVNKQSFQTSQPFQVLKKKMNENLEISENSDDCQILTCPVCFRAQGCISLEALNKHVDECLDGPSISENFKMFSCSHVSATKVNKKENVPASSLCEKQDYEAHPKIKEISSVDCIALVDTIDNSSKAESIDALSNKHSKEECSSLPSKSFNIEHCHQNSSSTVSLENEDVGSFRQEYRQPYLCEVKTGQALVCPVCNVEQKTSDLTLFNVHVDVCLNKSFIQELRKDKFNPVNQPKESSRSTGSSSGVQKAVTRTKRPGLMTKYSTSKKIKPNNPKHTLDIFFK
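10 nM Pol kappa preincubated 15 min at room temperature with compounds, then reaction started with substrate at 50 nM final. Fluorescence read kinetically at 0 and 10 min; buffer-only wells served as negative control.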
Anesthetic bind: candidate novel general anesthetic via apoferritin binding; apoferritin/1-aminoanthracene competitive binding, fluorescence; Potency, µM (doses to about 77.5 µM), without a hit: at the top dose activity change, negative = displacement, most hits filed as inhibitors; hit rate 0.074% among 350,000; AID 485281; further: potency means the concentration at half of the fitted maximal effect; on the % scale 0 is the no-effect control and ±100 the full control effect; nearly all actives have a fitted effect of over 20% in size
Target sequence (P02791 2-175 limits assumed): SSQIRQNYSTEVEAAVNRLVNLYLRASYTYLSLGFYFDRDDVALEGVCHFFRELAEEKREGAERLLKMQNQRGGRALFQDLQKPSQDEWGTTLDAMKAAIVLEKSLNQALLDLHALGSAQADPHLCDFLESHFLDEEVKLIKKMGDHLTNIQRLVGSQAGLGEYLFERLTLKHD
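Apoferritin-based anesthetic binding model; compound displacement of fluorescent 1-AMA measured as endpoint fluorescence after 10 minutes at room temperature, scaled to free-ligand and complex controls.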
POLI inh: DNA polymerase iota (human) inhibition | hit rate 1% among 390,000 | Potency, µM (doses to about 115 µM), for inactives: at the highest dose activity, negative = inhibition, actives largely listed as inhibitors | AID 588590 | Pol iota fluorescent replication assay, 10 min; further: potency means the concentration at half of the fitted maximal effect
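Fluorescent replication assay read twice, at 0 min and 10 min after adding 50 nM (final) substrate. Enzyme (10 nM) and compounds were first incubated 15 min at room temperature; enzyme-free buffer wells were negative controls.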
ERG Ets-DNA blk: ERG Ets/DNA interaction inhibition; fluorescence polarization, His-ERG Ets domain / labelled DNA; Potency, µM (doses to about 76.9 µM), for the others: at the highest dose FP activity, negative = inhibition, usual class: inhibitors; hit rate 0.028% among 370,000; AID 624246; active means well fitted inhibition curve with a large enough effect in the polarisation, with a control signal flat; inconclusive means small, poorly fitted or top-dose-only effect, or effect the other way, or a change in a side signal; inactive means no such curve, though single readings can be large or run the other way; the % refers to the polarisation;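 further: polarization taken with two DNA probes labelled with fluorescein and Texas red; potency means the concentration at half of the fitted maximal effect; % of control where 0% means no effect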
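His-tagged ERG Ets domain (1 uM in the protein solution; 300mM KCl, 50mM Tris-HCl, 1mM EDTA, 1mM DTT, pH 7.5) received compound, then a probe mix of 5 nM fluorescein-DNA and 100nM Texas-615-DNA. Fluorescence polarization was read for both dyes.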
BLM inh: blocks DNA unwinding by human BLM helicase | hit rate 0.2% among 350,000 | P54132 | Potency, µM (top dose mostly 56.1 µM), for inactives: at the highest dose activity change, negative = inhibition, hits mostly inhibitors | recombinant BLM DNA unwinding, fluorescence dequenching;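 further: potency means the concentration at half of the fitted maximal effect; plate controls were vehicle for no effect and no enzyme for full effect; nearly all actives have a fitted effect of over 35% in size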
An asterisk follows results filed as active; ? = inconclusive; . = no result given; & = joins results of further samples; [ ] = remark or other dose. Unless noted, the call rests on the fitted dose curve; in most records, active means well fitted curve in the direction sought with a large enough effect; inconclusive means small, poorly fitted or top-dose-only effect, or another doubt; inactive means no such curve, though single readings can be large; an effect the other way counts as inactive or inconclusive.

Key to letters – A = APE1 inh; B = ALOX12 inh; C = TRHR ag; D = Pol beta inh; E = Pol kappa inh; F = Anesthetic bind; G = POLI inh; H = ERG Ets-DNA blk; I = BLM inh
SMILES: C=C(C)[C@@H]1CC=C(CN2CCN(Cc3ccccc3)CC2)CC1
  A = 55%[activator] | B = -27% | C = -1.0 | D = -10% | E = -12% | F = -9% | G = ? | H = 0% | I = 0%

SMILES: Cc1nn(C)c(C)c1NC(=O)c1ccccc1NC(=O)Nc1ccccc1
  A = -11% | B = 0% | C = 0.2 | D = 22% | E = 4% | F = -5% | G = 1% | H = 11% | I = -2%

SMILES: CN(C)S(=O)(=O)N1CCC(Oc2cccc(C(=O)NC3CCCCCC3)c2)CC1
  A = 11% | B = 3% | C = -0.2 | D = 5% | E = -1% | F = 1% | G = 12% | H = -3% | I = -6%

SMILES: O=C(NCCCCCCOC1=NS(=O)(=O)c2ccccc21)C(=O)Nc1ccccc1
  A = -1% | B = -18% | C = -0.4 | D = 15% | E = -10% | F = -12% | G = -16% | H = 7% | I = -3%

SMILES: CC(=O)Nc1ccc(C(=O)OC2CCCCC2=O)cc1 (stereo not drawn)
  A = -1% | B = -16% | C = 0.4 | D = 0% | E = -5% | F = 0% | G = 2% | H = 2% | I = -1%

SMILES: CCOC(=O)c1c(-c2ccc(OC)cc2)oc2ccc(OCc3ccc(F)cc3F)cc12
  A = . | B = -16% | C = 0.2 | D = 24% | E = -8% | F = 4% | G = 9% | H = -2% | I = -3%

SMILES: COc1ccc(C(=O)Nc2ccccc2C(=O)NC(Cc2ccc(O)cc2)C(=O)NNC(=O)c2ccncc2)cc1 (stereo not drawn)
  A = 1% | B = ? | C = 0.4 | D = -24% | E = -6% | F = -12% | G = 50%[activator] | H = -3% | I = -1%

SMILES: CC(/C=C/c1ccccc1)=N\NC(=O)C1CC1(C)c1ccccc1 (stereo not drawn)
  A = ? | B = 2% | C = 0.1 | D = -3% | E = -8% | F = -3% | G = 5% | H = -2% | I = -9%

SMILES: Cn1c(CNC(=O)c2ccccc2F)nnc1SCC(=O)N1CCN(c2ccccc2)CC1
  A = 3% | B = -23% | C = -0.2 | D = 1% | E = -11% | F = -3% | G = -7% | H = 11% | I = 0%

SMILES: CC(=O)NC(c1ccccc1)c1cc(Cl)c2cccnc2c1O (stereo not drawn)
  A = -8% | B = -4% | C = 0.9 | D = 29% | E = 7% | F = -7% | G = 34%[activator] | H = -12% | I = -5%

SMILES: COc1cccc(-c2nnc(N(C)C(=O)c3ccno3)s2)c1
  A = 2% | B = 0% | C = 0.2 | D = 31% | E = . | F = -15% | G = . | H = . | I = 2%

SMILES: O=c1[nH]c(=S)[nH]cc1S(=O)(=O)c1cccc(Cl)c1
  A = -24% | B = ? | C = 0.8 | D = 2% | E = -12% | F = 7% | G = 30% | H = 19% | I = -1%

SMILES: O=C(Nc1c2c(nn1-c1ccccc1)CS(=O)(=O)C2)c1cc2ccccc2o1
  A = -7% | B = ? | C = 0.4 | D = 6% | E = -18% | F = -13% | G = 30%[activator] | H = 6% | I = -1%

SMILES: CC1CN(Cc2c(O)ccc3c(=O)c(-c4ccccc4Cl)coc23)CC(C)O1 (stereo not drawn)
  A = 17% | B = 8% | C = -1.4 | D = 1% | E = -16% | F = 14% | G = -12% | H = 2% | I = -3%

SMILES: CC1CCCN(c2ncnc3c2nnn3C)C1 (stereo not drawn)
  A = . | B = -14% | C = 0.2 | D = 3% | E = -6%[60.1 µM] | F = -17% | G = 15% | H = 5% | I = 1%

SMILES: C=CCn1c(-c2csc(-c3ccc(Cl)cc3)n2)n[nH]c1=S
  A = 10% | B = ? | C = -1.3 | D = 80% | E = 2% | F = 1% | G = -1% | H = -8% | I = -2%

SMILES: O=C(NCc1ccco1)C1CCCN(S(=O)(=O)Cc2ccccc2)C1 (stereo not drawn)
  A = 10% | B = -5% | C = -0.2 | D = 11% | E = -9% | F = -4% | G = 3% | H = . | I = -1%

SMILES: Cc1cc(C)cc(NC(=O)c2ccc(CSc3nnc(C)s3)cc2)c1
  A = 1% | B = 9% | C = 1.5 | D = 0% | E = -1% | F = -19% | G = -9% | H = 7% | I = -6%

SMILES: CN(C)C(=O)CCc1ccc2c3c([nH]c2c1)[C@]1(C)[C@@H](C(=O)N2CCOCC2)C[C@H](CC(=O)NCC24CC5CC(CC(C5)C2)C4)C(=O)N1CC3
  A = -19% | B = 15% | C = . | D = . | E = -13% | F = . | G = 26% | H = -7% | I = .

SMILES: S=C(CN1CCCC1=S)NCCc1ccccc1
  A = -7% | B = ? | C = -1.2 | D = 19% | E = 1% | F = -20% | G = 22% | H = -2% | I = -2%

SMILES: NC(=O)N=Nc1c(O)[nH]c2ccc([N+](=O)[O-])cc12
  A = -10% | B = 5% | C = 0.0 | D = ? | E = -23% | F = -5% | G = -18% | H = -3% | I = -22%

SMILES: CCC(C)C(=O)Nc1nnc(CCc2ccccc2)s1 (stereo not drawn)
  A = 3% | B = ? | C = -1.4 | D = 20% | E = -5% | F = -12% | G = 173%[activator] | H = -4% | I = 1%

SMILES: NS(=O)(=O)c1cnccc1Nc1ccc(Cl)cc1
  A = 0% | B = 22% | C = -0.4 | D = 0% | E = 7% | F = 0% | G = 11% | H = 7% | I = 5%

SMILES: O=C(Nc1cccc2ccccc12)c1cnsn1
  A = 1% | B = -8% | C = -0.7 | D = -2% | E = -2% | F = -16% | G = 0% | H = -5% | I = -1%

SMILES: Cc1onc(-c2ccccc2)c1C(=O)NNC(=O)c1ccccc1O
  A = 40% | B = -28% | C = 0.3 | D = . | E = 7% | F = . | G = 22% | H = 4% | I = .

SMILES: CC(C(=O)Nc1ccc(C(=O)O)c(O)c1)N1C(=O)/C(=C\c2ccco2)SC1=S (stereo not drawn)
  A = 21µM* | B = . | C = 0.3 | D = ? | E = 0% | F = -11% | G = ? | H = -7% | I = 41%[activator]

SMILES: O=C1CCN(CCc2ccccc2)CCN1CCOc1ccccc1
  A = 9% | B = -1% | C = 0.6 | D = 14% | E = -16%&-2% | F = -16% | G = 19%&5% | H = -4% | I = 2%

SMILES: O=C(O)Cc1c[nH]c2ccc(O)cc12
  A = -8% | B = -8%&13% | C = . | D = 8%[57.1 µM] | E = -3%[60.1 µM] | F = . | G = 1%[58.9 µM] | H = 20% | I = .

SMILES: COc1cc(OC)cc(-c2n[nH]c(=S)n2-c2cc(OC)ccc2OC)c1
  A = 0% | B = 0% | C = -0.2 | D = 5% | E = -2% | F = -7% | G = -12% | H = -4% | I = -1%

SMILES: COc1ccc(/C=N/NC(=O)c2cccnc2)cc1COc1ccc([N+](=O)[O-])cc1
  A = -1% | B = 182%[activator] | C = -2.4 | D = -20% | E = -10% | F = -19% | G = 3% | H = -1% | I = 3%

SMILES: CCN(CC)S(=O)(=O)c1ccc(Cl)c(C(=O)NNC(=O)c2csc(N3CCOCC3)n2)c1
  A = . | B = 14% | C = . | D = . | E = -8% | F = . | G = -4% | H = 4% | I = .

SMILES: COc1ccc(C(C)=O)cc1CSc1nnc(Nc2ccccc2)s1
  A = 2% | B = -1% | C = 0.3 | D = 0% | E = -18% | F = -20% | G = -19% | H = 10% | I = -3%

SMILES: CCC(C)NC(=O)c1sc2ncccc2c1-n1c(C)ccc1C (stereo not drawn)
  A = . | B = -24% | C = -1.2 | D = -2% | E = -10%[60.1 µM] | F = -5% | G = -3% | H = -8% | I = -2%

SMILES: CC(C)(CS(=O)(=O)[O-])NC(=O)CC[N+](C)(C)CCO
  A = 6.3µM* | B = 0% | C = 0.0 | D = 2µM* | E = 22µM* | F = -12% | G = 1.4µM* | H = -3% | I = 14µM*

SMILES: O=C(Cc1cccc(C(F)(F)F)c1)NCc1ccc(Cl)cc1Cl
  A = 1% | B = -12% | C = -0.1 | D = -2% | E = -10% | F = -16% | G = 21% | H = -7% | I = 3%

SMILES: Cc1ccc2c(c1)c(N1CCCC1=O)c(C(=O)Nc1ccc(F)cc1F)n2C
  A = . | B = 0% | C = -0.3 | D = -13% | E = -9% | F = -9% | G = 16% | H = 3% | I = -3%

SMILES: S=c1nc[nH]c2c1ncn2C1CCCC1
  A = 15% | B = ? | C = 0.3 | D = -2% | E = 3% | F = -1% | G = -10% | H = -1% | I = -2%

SMILES: O=C1c2ccccc2C(=O)N1CSc1nnc2c3ccccc3n(CCc3ccccc3)c2n1
  A = 0% | B = . | C = 0.2 | D = -8% | E = 0% | F = -12% | G = 20% | H = 5% | I = -1%

SMILES: CCCCNC(=O)CC1N=C2c3ccccc3N=C(SCC(=O)Nc3cccc(OC)c3)N2C1=O (stereo not drawn)
  A = 14% | B = 0% | C = 0.4 | D = 16% | E = -2% | F = -10% | G = 0% | H = 0% | I = 1%

SMILES: CCC(CC)C(=O)OCC(=O)NC12CC3CC(CC(C3)C1)C2
  A = 0% | B = -16% | C = -1.0 | D = 12% | E = 0% | F = 6.3µM* | G = 24% | H = 2% | I = -6%

SMILES: CC1=CC(C)(C)N2C(=O)C3(C(C#N)=C(N)OC4=C3C(=O)CCC4)c3c(C)c(C)cc1c32 (stereo not drawn)
  A = -1% | B = -8% | C = -0.1 | D = 10% | E = -13% | F = -15% | G = 17% | H = 2% | I = -1%

SMILES: Cc1cn(CC(=O)NCc2ccccn2)c(=O)[nH]c1=O
  A = . | B = -3% | C = . | D = . | E = -2% | F = . | G = -2% | H = -3% | I = .

SMILES: CCOc1ccccc1NC(=O)C1CCN(S(=O)(=O)c2c(C)noc2/C=C/c2ccco2)CC1
  A = . | B = ? | C = 0.6 | D = 17% | E = -1% | F = -9% | G = -19% | H = -1% | I = -9%

Limited to Anesthetic bind, for 2 of the compounds above:
smiles,Anesthetic bind
NS(=O)(=O)c1cnccc1Nc1ccc(Cl)cc1,0%
O=C(Nc1cccc2ccccc12)c1cnsn1,-16%

Some of the compounds tested (hit frequency here may not be typical).
